Screens deposited in PubChem BioAssay by National Center for Advancing Translational Sciences (NCATS).
IL1B secr inh = inhibitors of inflammasome signaling (IL-1 beta secretion) | activity change, % at 57.5 µM | THP-1 LPS/ATP IL-1B secretion, AlphaLISA, 16 h; stronger effect = lower value | hit rate 4.7% among 360,000; in the data active = activity change below about -50%; inconclusive = mostly about -30% to -49%; note: % is set by controls: 0 for no effect and ±100 for the full control effect
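THP-1 cells pretreated 1 hr with compounds (up to 57.5 uM final), then stimulated with LPS (250 ng/mL final) plus ATP (1.25 mM final); secreted IL-1B measured by AlphaLISA after 16 hr, decreased signal indicating inhibition.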
HT1080NT lethal = kills 2HG-producing HT-1080-NT fibrosarcoma cells | HT-1080-NT fibrosarcoma viability, CellTiter-Glo ATP luminescence, 48 h | Potency, µM (highest dose often 46.1 µM), inactives show top-dose activity, negative = less viability, usual class: cytotoxic | hit rate 1.6% among 360,000 | AID 686970;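 note: NT is the 2HG producing partner of a matched IDH1 knockdown line; potency is the fitted concentration of half-maximal effect; 0% = DMSO-treated cells and -100% = media-only wells without cells; nearly all actives have a fitted effect of over 55% in size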
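Luminescent CellTiter-Glo readout after 48 hours of compound exposure at 37 degrees C defined viability of HT-1080-NT cells. Activity was normalized to DMSO wells and cell-free media wells; concentration-response curves were fitted and assigned curve classes.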
SW480 rerep = induces DNA re-replication in SW480 colon adenocarcinoma cells | SW480 DNA re-replication, Hoechst DNA content imaging, 48 h | Potency, µM (series often up to 46.1 µM), for inactives: at the highest dose re-replication activation, hits mostly activators | hit rate 1.8% among 340,000; note: potency is the fitted concentration of half-maximal effect; % of control where 0% means no effect; nearly all actives have a fitted effect of over 55% in size
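Per well, 250 cells were exposed to pinned compound for 48 hr. Nuclear DNA was visualised with Hoechst (40 min, 37 C) and total object intensity recorded by fluorescence scanning.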
KB-3-1 cytotox = kills parental KB-3-1 adenocarcinoma cells. Potency, µM (top dose mostly 46.1 µM), for inactives: at the top dose activity change, negative = cytotoxic, usual class: cytotoxic. KB-3-1 viability, CellTiter-Glo ATP luminescence, 72 h. hit rate 1.4% among 400,000. AID 1347075; note: potency is the fitted concentration of half-maximal effect; % is set by controls: 0 for no effect and ±100 for the full control effect; nearly all actives have a fitted effect of over 60% in size
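KB-3-1 parental drug-naive adenocarcinoma cells in DMEM/10% FBS, incubated 72 h at 37 C with pin-transferred compounds across a concentration series. Viability by CellTiter-Glo luminescence; concentration-response curves fitted after normalization.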
S2 tox = cell viability loss in ATXN counter-screen. S2 cells (HEK-293 line with an ATXN2-luciferase reporter) viability, CellTiter-Fluor protease fluorescence, 24 h. Potency, µM (top dose mostly 56.7 µM), usual class: cytotoxic. hit rate 0.49% among 400,000. AID 651635; note: potency is the fitted concentration of half-maximal effect; nearly all actives have a fitted effect of over 40% in size
HepG2 viability = kills HepG2 cells in TGF-b inhibitor counter-screen. HepG2 CAGA-GFP viability, ATP luminescence, 18 h. Potency, µM (doses to about 46.1 µM), for inactives: at the highest dose activity change, negative = cytotoxicity, actives largely listed as cytotoxic. hit rate 0.76% among 410,000. AID 588856; note: potency is the fitted concentration of half-maximal effect; some results filed as inactive show a strong effect at the top dose
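CellTiter-Glo luminescence gave cytotoxicity after 18 hours at 37 degrees C. The cells were HepG2 CAGA-GFP in 1% FBS DMEM, stimulated with 500 pg/mL TGF-beta after compound addition. %Activity was normalised to no-cell wells (complete cell-killing) and DMSO (no toxicity), and curves were fitted and classified.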
HT1080 IDH1KD tx = toxicity to HT-1080 IDH1 knockdown cells (counter line). hit rate 2% among 360,000. HT-1080 IDH1 knockdown viability, ATP luminescence, 48 h. Potency, µM (titrated, usually from 46.1 µM), inactives show top-dose activity, negative = toxicity, hits mostly cytotoxic;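 note: potency is the fitted concentration of half-maximal effect; 0% = DMSO wells and -100% = cell-free medium wells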
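After a 2 h attachment period, IDH1KD HT-1080 cells took pin-transferred compound for 48 h at 37 °C; ATP-based luminescence after 10 min room-temperature reagent incubation reported viability.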
ATXN2 expr inh = inhibitors of ATXN2 expression; HEK-293 ATXN2-luciferase reporter, luminescence, 24 h; Potency, µM (top dose mostly 57 µM), for the others: at the top dose activity change, negative = inhibition, hits mostly inhibitors; hit rate 0.72% among 360,000; AID 1745845; note: potency is the fitted concentration of half-maximal effect; % is set by controls: 0 for no effect and ±100 for the full control effect; nearly all actives have a fitted effect of over 55% in size
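ATXN2-luciferase reporter cells (luciferase flanked by upstream and downstream ATXN2 gene portions) were treated 24 h at 37 °C with compounds at up to 57 uM. SteadyGlo luminescence gave expression; GF-AFC fluorescence gave viability.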
MCF10A rerep = induces DNA re-replication in MCF 10a normal breast cells; Potency, µM (highest dose often 46.1 µM), for inactives: at the top dose activity, positive = re-replication, hits mostly activators; hit rate 2.9% among 350,000; MCF 10A DNA re-replication, Hoechst nuclear intensity, 48 h; AID 624296; note: potency is the fitted concentration of half-maximal effect; % of control where 0% means no effect; nearly all actives have a fitted effect of over 50% in size
An asterisk follows results filed as active; i = inactive; ? = inconclusive; . = no result given; & = joins results of further samples; [ ] = another dose, or the depositor's remark. Unless noted, calls come from the whole dose curve; as a rule, active = well fitted curve in the direction sought with a large enough effect; inconclusive = small, poorly fitted or top-dose-only effect, or another doubt; inactive = no such curve, though single readings can be large; an effect the other way counts as inactive or inconclusive. An unsorted share of the library; any-hit rate near 8.9%.

Below each compound – IL1B secr inh	HT1080NT lethal	SW480 rerep	KB-3-1 cytotox	S2 tox	HepG2 viability	HT1080 IDH1KD tx	ATXN2 expr inh	MCF10A rerep
1	O=C(NCCc1ccccc1)c1n[nH]c(=O)c2ccccc12
  -5	-26%	1%	2%	i	16%	-21%	-1%[11.3 µM]	2%
2	COc1ccc(-c2nc(NC(=O)c3cc(C(C)(C)C)nn3C)sc2C)cc1
  -24	16µM*	16µM*	-7%	i	-3%	?	-23%	15µM*
3	COc1ccc(/C=N/NC(=O)c2ccncc2)cc1CN1CCOCC1
  .	18%	-40%[inhibitor]	3%	.	-24%	18%	1%	-21%
4	COc1ccc(OC)c(NC(=O)CSc2nnnn2C2CCCC2)c1
  6	0%	-9%	2%	i	18%	0%	25%	-8%
5	COc1cc(C(=O)O)cc(OC)c1OCc1cc(C(=O)O)oc1C
  17	15%	-2%	0%	i	9%	20%	5%	-3%
6	COC(=O)CCCCCN1C(=O)NC(C2CC2)C(C(=O)OCc2ccccc2)=C1C (stereo not given)
  19	0%	-3%	1%	i	1%	-3%	-9%	46%
7	Cc1nc([N+](=O)[O-])cn1CC(=O)c1ccc(Br)cc1
  14	11%	-9%	18%	i	0%	9%	6%	11%
8	COc1ccc(CN(Cc2ccc(C(=O)O)cc2)C(=S)Nc2ccccc2C)cc1OC
  -3	1%	-27%	0%	?	32%	-3%	.	-3%
9	CC(C)(C)CC(C)(C)n1nnnc1N
  42	?	-7%	-8%	i	5%	11%	1%	-3%
10	CC(=O)c1c(C)[nH]c(C)c1C(C)=O
  -8	0%	-2%	1%	i	-12%	14%	0%	-4%
11	COc1cccc(NC(=O)CN(C)C(=O)c2ccccc2CCc2ccccc2)c1
  -3	-23%	-2%	?	i	-19%	?	-9%	-4%
12	O=[N+]([O-])c1cccc(NC(=S)N2CCOCC2)c1
  9	-16%	-14%	10%	.	2%	5%	-15%	1%
13	Cc1ccc(-c2nc3sc(CCNC(=O)c4ccc(F)c(F)c4)c(C)n3n2)cc1
  .	.	.	-15%	i	-28%	.	9%	.
14	CC(C)N(Cc1ccccc1)C(=O)c1cccs1
  -1	6%	-33%[inhibitor]	3%	?	8%	-1%	.	-4%
15	O=C(CNc1cccc(C(F)(F)F)c1)N/N=C/c1cn(-c2ccccc2)nc1-c1ccccc1
  ?	?	?	-16%	i	-33%	?	-2%	?
16	CN(Cc1c(C(=O)N/N=C/c2cccc(F)c2)nnn1-c1nonc1N)c1ccccc1
  -17	-1%	-3%	?	i	-25%	-3%	.	-3%
17	CCCCN(C(=O)C1CCC1)c1c(N)n(Cc2ccccc2)c(=O)[nH]c1=O
  5	-2%	7%	-11%	i	2%	11%	-10%	-5%
18	COc1ccc(CNC(=O)CCc2c[nH]c3ccccc23)cc1
  3	7%	-4%	-5%	i	4%	-1%	1%	4%
19	Cc1ccc(C=C(C#N)C(=O)c2ccccc2)cc1
  18	18%	.	-2%	i	5%	19%	16%	.
20	Cc1nc2nc(C)c(NS(=O)(=O)c3ccc(CC(C)C)cc3)c(=O)n2[nH]1
  9	16%	-57%[inhibitor]	-2%&3%	i	-11%&2%	6%	0%&12%	0%
21	CCOC(=O)CNc1ncc([N+](=O)[O-])cc1C#N
  11	12%	0%	7%	i	1%	6%	8%	2%
22	O=C(NCc1ccco1)C(c1cccs1)N(Cc1ccccc1)C(=O)Cn1nnc2ccccc21 (stereo not given)
  -7	8%	3%	3%	i	10%	12%	4%	4%
23	CCOc1cc(C=O)ccc1OCCSc1ccc(C)cc1
  2	-5%	15%	-18%	i	-26%	-15%	29%	1%
24	COc1ccccc1C1C=C(c2ccccc2)Nc2nnnn21 (stereo not given)
  -15	?	?	13µM*	i	-33%	16µM*	-4%	7.3µM*
25	O=C(Nc1ccc2c(c1)OCO2)c1cc(Cl)ccn1
  -13	-9%	-7%	-2%	i	-27%	3%	68%[activator]	-6%
26	Cc1ccc(S(=O)(=O)CC(=O)c2ccc3c(c2)OCCO3)cc1
  15	-8%	-10%	?	i	39%	14%	21%	-2%
27	Cc1cc2cc3c(cc2nc1SCC(=O)OC(C)C)OCCO3
  3	0%	?	-18%	i	-72%	-5%	8%	19%
28	NS(=O)(=O)c1ccc(NC2=CC(=O)C(=O)c3ccccc32)cc1
  -78*	?	3.3µM*	?	i	-55%	?	?	?
29	O=C(Nn1cnnc1)c1ccc(Cl)c(Cl)c1
  -4	6%	-7%	-1%	i	4%	3%	.	1%
30	Cc1cc(N2CCOCC2)c2c(N)cc(C)c(C)c2n1
  -2	5%	2%	-2%	i	0%	11%	-6%	-5%
31	COc1ccc([C@H]2C[C@H](O)[C@@H](n3cc(C4CC4)nn3)CN2Cc2cccs2)cc1
  15	9%	.	0%	i	-1%	-4%	9%	.
32	CCS(=O)(=O)n1nc(-c2ccccc2)nc1SCc1ccccc1
  ?	-14%	-2%	-30%	i	4%	1%	82%[activator]	17%
33	CC(C)OC(=O)/C(=C/c1cccnc1)NC(=O)c1ccccc1
  6	2%	1%	2%	i	0%	17%	-5%	1%
34	O=C(NCc1ccco1)c1cc(-c2ccc(F)cc2)on1
  -5	10%	-12%	3%	i	-17%	3%	2%	2%
35	COc1ccccc1C(O)P(=O)(OC1CCCCC1)OC1CCCCC1 (stereo not given)
  -13	-20%	-3%[9.22 µM]	-25%	i	-3%	-26%	-11%	1%
36	COC(=O)c1c(NC(=O)C2CC2)sc(C(=O)Nc2ccccc2)c1C
  3	-2%	-39%[inhibitor]	-5%	?	4%	-14%	.	1%
37	CCOc1ccc(S(=O)(=O)c2c(C(=O)c3ccc(C)c(C)c3)cnc3ccccc23)cc1
  .	.	.	4%	i	-15%	.	-19%	.
38	Cc1ccc(-c2nc3ncccc3o2)cc1NC(=O)C(C)(C)C
  7	0%	-2%	0%	?	0%	6%	.	2%
39	C[C@H](CO)N1C[C@H](C)[C@@H](CN(C)S(=O)(=O)c2ccc(F)cc2)Oc2ccc(NC(=O)CCC(F)(F)F)cc2C1=O
  -13	3%	1%	16%	i	8%	11%	3%	5%
40	COc1ccc(C(=O)Cn2nc(CNc3ccc(Br)cc3)[n+]3c2CCCCC3)cc1
  -80*	?	12%	21µM*	?	3%	?	?	?
41	O=C(NCc1ccco1)C1CCC(N2C(=O)C3C4CCC(C4)C3C2=O)CC1 (stereo not given)
  -12	3%	-2%	-6%	.	10%	-1%	18%[11.3 µM]	3%
42	C=CCNc1oc(/C=C/c2ccccc2)nc1C#N
  -9	-2%	21µM*	-21%	i	-28%	?	57%[activator]	8.2µM*
43	O=C(/N=C1/c2ccccc2CN1c1ccccc1)Nc1ccccc1
  -13	9%	1%	-8%	i	-1%	5%	6%	-7%
44	O=C(NC1CCSc2ccccc21)c1ccc(Cl)c(S(=O)(=O)N2CCOCC2)c1 (stereo not given)
  0	-4%	-7%	6%	i	-35%	-1%	6%	11%
45	CN(C)S(=O)(=O)c1cccc(COc2ccccc2C(=O)Nc2ccccc2)c1
  ?	-1%	-3%	-13%	?	-9%	-17%	-11%	?
46	CCCc1cc2c(=O)c(-c3cscn3)c(C(=O)OCC)oc2cc1O
  19	?	-17%	18%	i	-2%	11%	23%	-1%
47	CCOc1ccc(Oc2cc(C)nc(SC)n2)nn1
  11	14%	-10%	-5%	i	-7%	13%	-1%	21%
48	CCOc1ccc2nc(N(CCCN(C)C)C(=O)c3ccc4c(c3)CCCC4)sc2c1
  -58*	18µM*	?	21µM*	i	18µM*	?	?	?
49	CCOc1ccccc1NC(=O)Cn1cc(C(=O)c2ccc(Cl)cc2)c(=O)c2ccc(C)nc21
  .	.	.	3%	i	-3%	.	13%	.
50	COCCNC(=S)N/N=C(\C)c1cccc(C(F)(F)F)c1
  -9	20%	-5%	9%	i	-17%	19%	-4%	-12%
51	COC(=O)C1=CN(c2ccc(N3CCOCC3)cc2)C(N)=C(C#N)C1c1cccc(OC)c1OC (stereo not given)
  -21	21%	.	12%	.	.	19%	.	.
52	O=C(Nc1ccc(Br)cc1)C1C2C=CC3(O2)C1C(=O)N(CCN1CCOCC1)C3C(=O)NC1CCCCC1 (stereo not given)
  16	0%	-25%	-5%	i	9%	-7%	-7%	-44%
53	CCC(Oc1cc(Cl)ccc1Cl)C(=O)NNC(=O)CCC(=O)O (stereo not given)
  -4	28%	?	0%	i	-5%	20%	-12%	-4%
54	O=c1oc2ccccc2cc1-c1ccc(O)cc1O
  0	-1%	-8%	15%	i	-2%	2%	25%	5%
55	Cc1ccc2cc(C(c3nnnn3Cc3ccccc3)N3CCc4ccccc43)c(=O)[nH]c2c1 (stereo not given)
  -2	?	9%	0%	i	-4%	?	2%	-1%
56	CCOc1cccc(-c2nnc3n2N=C(c2cc(OC)ccc2OC)CS3)c1
  -25	-30%	14%	-25%	i	-22%	-29%	?	12%
57	Cc1cccc(CN2CCN(C(=S)Nc3ccccc3)CC2)c1
  -5	2%	-35%[inhibitor]	-6%	i	0%	-1%	-10%	-6%
